Screening results (PubChem)
SKKanGAS inh: S. pyogenes SKKanGAS growth inhibitors in kanamycin, primary screen, streptokinase expression inhibitor project, SKKanGAS strain, BacTiter-Glo luminescence; 6 h; inhibition, % at 7.5 µM; actives 1.3% (n = 300,000);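 active = mean replicate score, as percent of positive control median, at least 50; inconclusive = mean below 50 but one replicate at or above 50; inactive = mean and every replicate below 50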;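 also: strain carries kanamycin resistance gene driven by streptokinase promoter and grows in 40 µg/ml kanamycin; loss of luminescence reflects streptokinase promoter inhibition or plain growth inhibition; 0% = median of DMSO wells and 100% = positive control at its reference dose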
RGS4 pot: RGS4 potentiators or activators, primary screen, cell-based, HEK293 M3R inducible RGS4, calcium flux. carbachol calcium flux Fluo4; stronger effect = lower value. B-score at 10 µM. actives 0.92% (n = 310,000). AID 463111, 2010;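 active = B-score of the integrated calcium signal more than 4 SD below the library mean, with starting fluorescence not abnormally high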;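 also: negative B-score means reduced calcium response which marks RGS4 activation or potentiation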
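Reagent: ECmax carbachol challenge; Test system: M3R-expressing HEK293 line, RGS4 induced by doxycycline; Schedule: overnight RGS4 induction, 30 min dye load 37 °C, 20 min compound RT; Detection: calcium dye Fluo4 fluorescence; Read-out: Agonist-evoked peak-minus-minimum fluorescence over baseline, integrated ratio, B score.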
RGS4 block: RGS4 inhibitors, primary screen, cell-based, HEK293 M3R inducible RGS4, calcium flux. Regulator of G-protein signaling 4 (Homo sapiens), P49798. Fluo-4 calcium flux; stronger effect = higher value; triggered by carbachol at its EC20. B-score at 10 µM. actives 0.45% (n = 310,000);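 active = B-score, a plate-corrected calcium signal, over three deviations above library mean, with baseline fluorescence within five deviations of library mean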;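 also: RGS4 expression induced by doxycycline in cells with stable M3 receptor; B-score is computed from the integrated fluorescence ratio over baseline after carbachol; higher B-score means a larger calcium signal and so more RGS4 inhibition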
Target sequence (P49798 whole entry, looked up): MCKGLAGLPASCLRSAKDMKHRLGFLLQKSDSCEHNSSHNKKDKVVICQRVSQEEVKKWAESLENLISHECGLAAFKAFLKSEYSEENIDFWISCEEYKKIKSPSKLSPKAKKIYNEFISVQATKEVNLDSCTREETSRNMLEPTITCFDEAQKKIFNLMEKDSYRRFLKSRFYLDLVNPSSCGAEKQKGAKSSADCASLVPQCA
MrgX1 antagonist: antagonists of human MrgX1 receptor, primary screen, HEK293 cells, Fluo-4 calcium flux. BAM8-22 antagonism; stronger effect = lower value. B-score at 10 µM. actives 1.3% (n = 310,000). Mas-related G-protein coupled receptor member X1 (Homo sapiens), Q96LB2;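 active = calcium-response B-score plate-corrected more than 3 library SD below zero, starting fluorescence within 5 deviations, no agonist response on first addition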;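 also: peak minus trough fluorescence over baseline after final BAM8-22 challenge near maximal dose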
MrgX1 PAM: positive allosteric modulators of MrgX1, primary screen, HEK293 cells, Fluo-4 calcium flux; Mas-related G-protein coupled receptor member X1 (Homo sapiens), Q96LB2; B-score at 10 µM; FDSS; stronger effect = higher value; actives 0.63% (n = 310,000);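 active = plate-corrected calcium response at least 3 library SD above typical, normal starting fluorescence, not activating the receptor alone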;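 also: compound read alongside a low EC10 to EC30 dose of BAM8-22 agonist; peak minus trough fluorescence over baseline measured at the second addition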
HIF act: HIF pathway transcriptional activators, primary screen, cell-based, U2OS HRE-luciferase, luminescence; activation, % at 7.5 µM (by protocol); actives 0.32% (n = 300,000); AID 1910, 2009; U2OS HRE-luciferase reporter; normalized: DMSO 0%, desferrioxamine 100%;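 active = mean activation of at least 10% of the iron chelator positive control signal, with at least half of replicates also reaching 10%; inconclusive = mean and replicate majority disagree about reaching 10%; inactive = mean and most replicates under 10%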
TRPC6 activator: mouse TRPC6 channel activators, primary screen, cell-based, HEK293, membrane potential dye; actives 0.13% (n = 310,000); Short transient receptor potential channel 6 (Mus musculus), Q61143; B-score at 10 µM; HEK293-TRPC6 membrane potential dye fluorescence; stronger effect = higher value; AID 2550, 2010;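 active = B-score of the integrated fluorescence ratio above library mean plus 3 SD, and starting fluorescence ratio within library mean plus 5 SD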;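 also: higher score means more depolarization so channel activation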
Target sequence (Q61143 whole entry, looked up): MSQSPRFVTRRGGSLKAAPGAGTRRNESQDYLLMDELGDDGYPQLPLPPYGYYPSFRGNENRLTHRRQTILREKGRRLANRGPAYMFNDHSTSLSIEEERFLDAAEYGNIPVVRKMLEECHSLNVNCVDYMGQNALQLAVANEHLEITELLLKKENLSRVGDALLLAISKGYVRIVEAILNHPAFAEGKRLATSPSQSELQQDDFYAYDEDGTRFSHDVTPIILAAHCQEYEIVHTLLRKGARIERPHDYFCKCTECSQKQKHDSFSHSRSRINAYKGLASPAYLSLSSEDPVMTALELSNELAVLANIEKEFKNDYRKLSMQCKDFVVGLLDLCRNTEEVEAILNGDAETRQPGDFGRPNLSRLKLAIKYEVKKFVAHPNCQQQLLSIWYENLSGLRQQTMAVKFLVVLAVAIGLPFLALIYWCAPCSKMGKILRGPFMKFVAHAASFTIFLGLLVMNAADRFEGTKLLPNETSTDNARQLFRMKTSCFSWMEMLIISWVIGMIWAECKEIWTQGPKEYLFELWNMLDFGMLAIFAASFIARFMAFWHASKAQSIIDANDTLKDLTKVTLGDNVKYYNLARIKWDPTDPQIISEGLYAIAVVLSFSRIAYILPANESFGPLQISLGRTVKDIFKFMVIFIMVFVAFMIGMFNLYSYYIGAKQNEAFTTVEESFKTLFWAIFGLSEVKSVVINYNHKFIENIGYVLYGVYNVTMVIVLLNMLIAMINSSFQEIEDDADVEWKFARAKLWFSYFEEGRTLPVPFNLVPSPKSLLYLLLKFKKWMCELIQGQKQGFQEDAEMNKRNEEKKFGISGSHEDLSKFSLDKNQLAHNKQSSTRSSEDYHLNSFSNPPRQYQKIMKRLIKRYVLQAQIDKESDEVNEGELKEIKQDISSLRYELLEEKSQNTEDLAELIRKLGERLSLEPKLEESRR
Platelet DG rel: inhibitors of platelet dense granule secretion, primary screen, cell-based, MLPCN, human platelets; human platelet-rich plasma, SFLLRN dense granule ATP release, luminescence; inhibition, %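 (compounds screened at 7.5 µM in platelet-rich plasma)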; actives 0.22% (n = 300,000); AID 1663, 2009;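 active = mean replicate score, as percent of positive control, at or above 50; inconclusive = mean below 50 but at least one replicate at or above 50; inactive = mean and every replicate below 50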
TRPC4 inh: inhibitors of mouse TRPC4 channel, primary screen, Fluo4 calcium, HEK293 TRPC4beta/mu-opioid cells | actives 0.39% (n = 300,000) | AID 2247, 2010 | DAMGO-evoked Fluo4 calcium flux; stronger effect = lower value | B-score at 10 µM | Short transient receptor potential channel 4 (Mus musculus), Q9QUQ5;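 active = B-score over 3 SD under the library average, no early fluorescence shift, positive overall ratio signal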
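Assay system: HEK293 cells with stable TRPC4beta plus mu-opioid receptor expression. Dosing: single dose. Measured by: Fluo4 Ca2+ flux fluorescence. Also added: DAMGO in two steps, submaximal then maximal. Read-out: B score from integrated Fluo4 fluorescence ratio.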
TRPC6 inhibitor: mouse TRPC6 channel inhibitors, primary screen, cell-based, HEK293, membrane potential dye; ACh-evoked depolarization; stronger effect = lower value; actives 1.1% (n = 310,000); B-score at 10 µM; AID 2553, 2010;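 active = B-score under library mean minus 3 SD, initial fluorescence not abnormally high, positive integrated signal ratio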;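 also: B-score derived from integrated fluorescence ratio over the kinetic read; more negative B-score means stronger inhibition of depolarization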
MrgX1 agonist: agonists of human MrgX1 receptor, primary screen, HEK293 cells, Fluo-4 calcium flux. Fluo-4 calcium fluorescence, agonist mode; stronger effect = higher value. Mas-related G-protein coupled receptor member X1 (Homo sapiens), Q96LB2. actives 0.44% (n = 310,000). AID 588627, 2011. B-score at 10 µM;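 active = calcium response B-score plate-corrected fluorescence ratio at least 3 library SD, with starting fluorescence B-score inside 5 SD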
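Test system: HEK293 cells stably expressing human MrgX1 receptor; Input: fifteen thousand cells per well; Dosing: compound delivered in addition one of three; Schedule: overnight seeding, then 1 h dark dye loading; Technique: Fluo-4 NW calcium fluorescence; Measure: B-scored fluorescence response ratio; Controls: positive and negative controls per plate.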
An asterisk follows results filed as active; i = inactive; ? = inconclusive; / = not tested or not shown.

SMILES | SKKanGAS inh | RGS4 pot | RGS4 block | MrgX1 antagonist | MrgX1 PAM | HIF act | TRPC6 activator | Platelet DG rel | TRPC4 inh | TRPC6 inhibitor | MrgX1 agonist
CCOc1cc(/C=N/O)cc(Br)c1OCC | -3.4 | i | i | i | i | 0.3 | i | -2.6 | i | i | i
O=C(Cc1cccc2ccccc12)N/N=C/c1ccc(Sc2nc3ccccc3s2)o1 | 15.5 | i | i | i | i | 0.2 | i | 4.0 | i | i | i
FC(F)(F)c1cc(-c2ccccn2)nc2cc(-c3ccccc3)nn12 | -8.1 | i | i | i | i | 0.3 | i | -6.5 | i | i | i
COc1ccccc1NC(=O)N1CCN(c2ccccn2)CC1 | -2.0 | i | i | i | i | -0.1 | i | -7.3 | i | i | i
O=C(c1ccccc1)N(Cc1cccs1)C1CCS(=O)(=O)C1 (configuration not stated) | 2.6 | i | i | i | i | 0.0 | i | -0.1 | i | i | i
O=C1c2cccc3cccc(c23)C(=O)N1OS(=O)(=O)c1ccccc1 | -2.0 | i | i | i | i | 0.8 | i | -23.4 | i | i | i
C(=N\Nc1nn2cnnc2c2ccccc12)/c1ccco1 | -1.3 | i | i | i | i | -19.0 | i | 16.3 | i | i | i
CSCC(=O)N1CCCC(C(=O)c2cc(F)ccc2F)C1 (configuration not stated) | 3.0 | i | i | i | i | 0.1 | i | -7.4 | i | i | i
Cc1cc(NC(=O)CCCC(=O)O)nc(C)n1 | 5.0 | i | i | -6.42* | i | 1.1 | i | 3.9 | i | i | i
CN(CC1CCOCC1)C(=O)CC1C(=O)NCCN1Cc1cccc(C(F)(F)F)c1 (configuration not stated) | -4.7 | i | i | / | / | 0.6 | i | -5.4 | i | i | /
CC(C)C[C@H](NC(=O)c1nc[nH]c1C(=O)NCCCCCNC(=O)OC(C)(C)C)C(=O)OC(C)(C)C | 8.6 | i | i | i | i | -1.5 | i | -0.7 | i | i | i
COc1ccccc1NC(=O)NC(N)=O | -5.3 | i | i | i | i | 0.0 | i | -1.4 | i | i | i
Cc1cccc2nc(CSc3nnnn3-c3ccccc3)cn12 | 2.3 | i | i | i | i | 0.0 | i | 10.2 | i | i | i
COc1ccc(CNC(=S)Nc2ccc3nc(N4CCOCC4)cc(C)c3c2)cc1 | 1.8 | i | i | i | i | 0.1 | i | -1.8 | i | i | i
CNc1nc2c(c(=O)n(C)c(=O)n2C)n1CCCc1ccccc1 | 2.4 | i | i | i | i | -3.5 | i | -0.1 | i | i | i
C=CCN1C2CCCC1CC(NC(=S)Nc1cccc(OC)c1)C2 (configuration not stated) | 23.4 | i | i | i | i | 0.1 | i | -0.1 | i | i | i
CN(c1ccc(C(=O)N2CCCCC2)cc1)S(=O)(=O)c1cccs1 | -0.1 | i | i | i | i | -0.2 | i | -6.4 | i | i | i
CCOC(=O)N/N=C\c1sccc1C | 0.0 | i | i | i | i | 0.4 | i | 7.6 | i | i | i
COc1cc(C(=O)NCCC2=CCCCC2)cc(OC)c1OC | 3.3 | i | i | i | i | 0.2 | i | 7.9 | i | i | i
COc1ccc(C(=O)NC2CC2)cc1OC1CCN(Cc2ccc(F)cc2F)CC1 | 11.5 | i | i | -5.58* | i | -0.1 | i | 9.3 | i | i | i
O=C(NNC(=O)c1cc(-c2ccccc2)nc2ccccc12)Nc1cccc(Cl)c1 | ? | i | i | i | i | 0.3 | i | 17.0 | i | i | i
Cc1cc(C(=O)COC(=O)C(C)NC(N)=O)c(C)n1Cc1ccco1 (configuration not stated) | 2.8 | i | i | i | i | 2.3 | i | -1.1 | i | i | i
CCN(CC)C(=O)CSc1ncnc2c1nnn2-c1ccc(F)cc1 | 0.6 | i | i | i | i | -0.2 | i | -0.9 | i | i | i
O=C(COc1nc2ccccc2nc1N1CCOCC1)N1CCc2ccccc21 | 6.6 | i | i | / | / | 0.4 | i | -2.5 | i | i | /
CCOC(=O)C1=C(C)NC(=O)NC1/C=C\c1ccccc1 (configuration not stated) | -0.6 | i | i | i | i | 0.9 | i | -5.5 | i | i | i
SMILES | SKKanGAS inh | RGS4 pot | RGS4 block | MrgX1 antagonist | MrgX1 PAM | HIF act | TRPC6 activator | Platelet DG rel | TRPC4 inh | TRPC6 inhibitor | MrgX1 agonist
CCCOc1ccc(C(=O)Nc2ccc(S(=O)(=O)Nc3onc(C)c3C)cc2)cc1 | -0.3 | i | i | i | i | 0.1 | i | -13.1 | i | i | i
NS(=O)(=O)c1ccc(NC(=O)COc2cccc3ccccc23)cc1 | 5.3 | i | i | i | i | -0.2 | i | -10.0 | i | i | i
CCOc1ccccc1Nc1cc(C)c2cccc(C)c2n1 | 13.6 | i | i | i | i | 0.4 | i | 6.0 | i | i | i
CCn1ncc(/C=C/C(=O)NCc2cn(C)nc2C)c1C | -13.5 | i | i | -4.75* | i | -0.5 | i | 9.3 | i | i | i
O=C(COC(=O)c1ccc(S(=O)(=O)N2CCCC2)cc1)Nc1ccc(N2CCOCC2)cc1 | -7.8 | i | i | i | i | -0.1 | i | -6.9 | i | i | i
COC(CNC(=O)c1ccc2c(=O)n(Cc3ccc(Cl)cc3)c(=S)[nH]c2c1)OC | 8.2 | i | i | i | i | -2.2 | i | 1.6 | i | i | i
CCCCC(=O)Nc1ccc(C(=O)Nc2nnc(COC)s2)cc1 | -3.3 | i | i | i | i | -0.2 | i | -5.5 | i | i | i
COc1ccc(C(=O)/C=C/c2cccs2)c(OC(=O)c2cccc([N+](=O)[O-])c2)c1 | 1.0 | i | i | i | i | 5.8 | i | 8.3 | i | i | i
CCOC(=O)Cn1c(=N)n(CCOc2ccc3ccccc3c2)c2ccccc21 | 1.2 | i | i | i | i | 1.1 | i | -2.2 | i | -5.31* | i
CC(C)(C)NC(=O)CSc1nnnn1C(C)(C)C | 5.7 | i | i | i | i | 0.2 | i | -2.8 | i | i | i
CCC(C)Sc1nnc(Cc2cc(=O)[nH]c(=O)[nH]2)n1-c1ccc(F)cc1 (configuration not stated) | -0.5 | i | i | i | i | / | i | -2.1 | i | i | i
CCc1ccc(NC(=O)CSc2nnc(C)c(=O)n2N)cc1 | 1.7 | i | i | i | i | 0.0 | i | -2.2 | i | i | i
CCC(=O)NC(c1ccccc1)c1nc2ccccc2[nH]1 (configuration not stated) | 1.7 | i | i | i | i | 1.8 | i | 1.7 | i | i | i
Cc1cccc(NCC(O)Cn2cnc3c2c(=O)n(C)c(=O)n3C)c1 (configuration not stated) | 1.7 | i | i | i | i | 0.8 | i | 6.8 | i | i | i
CNS(=O)(=O)c1cccc(C(=O)OCC(=O)N2CCc3ccccc3C2)c1 | -4.6 | i | i | i | i | -25.0 | i | -0.7 | i | i | i
Cc1ccc(-c2nnc(N3CCN(S(C)(=O)=O)CC3)c3ccccc23)cc1 | 12.2 | i | i | i | i | 1.4 | i | -2.7 | i | i | i
O=C(Oc1ccc2c3c(c(=O)oc2c1)CCC3)c1ccco1 | -3.2 | i | i | i | i | -0.1 | i | -9.7 | i | i | i
Cc1cc(SC(C)C(=O)Nc2ncc(Cl)cc2Cl)nc2ccccc12 (configuration not stated) | -1.2 | i | i | i | i | -0.3 | i | -11.3 | i | i | i
O=C(NC1CC1)C1CCN(C(=O)c2ccccc2Cl)CC1 | 0.5 | i | i | i | i | -0.3 | i | -2.9 | i | i | i
Cc1nc(CS(=O)(=O)c2ccccc2)cc(Sc2ccccc2Cl)n1 | -4.8 | i | i | i | i | 1.8 | i | -6.9 | i | i | i
O=C(Cc1ccccc1)Nc1c(C(=O)N2CCCCCC2)cnn1-c1ccccc1 | 3.0 | i | i | i | i | -0.2 | i | -3.3 | i | i | i
Cc1cccc(NC(=O)CN(C)S(=O)(=O)c2cccc3cccnc23)c1 | 1.1 | i | i | i | i | / | i | 23.7 | i | i | i
COc1ccc(/C=C2\SC(=O)N(CC(=O)Nc3cccc(C)c3)C2=O)cc1O | 10.4 | i | i | i | i | -19.8 | i | -0.4 | i | i | i
COc1ccc(CCn2c(N3CCN(C)CC3)nc3c2c(=O)[nH]c(=O)n3C)cc1 | 9.8 | i | i | i | i | 0.0 | i | -1.4 | i | i | i
CCOC(=O)C1=C(CN2CCN(CCC#N)CC2)NC(=O)NC1c1ccc2c(c1)OCO2 (configuration not stated) | -1.7 | i | i | i | i | -0.5 | i | 6.8 | i | i | i
SMILES | SKKanGAS inh | RGS4 pot | RGS4 block | MrgX1 antagonist | MrgX1 PAM | HIF act | TRPC6 activator | Platelet DG rel | TRPC4 inh | TRPC6 inhibitor | MrgX1 agonist
C=C(C)C1CC=C(C)/C(=N\NC(=S)Nc2ccc(C)cc2)C1 (configuration not stated) | -6.6 | i | i | i | i | 0.8 | i | -5.9 | i | i | i
CCN(CC)Cc1cc(NC2=NS(=O)(=O)c3ccccc32)ccc1OC(=O)c1ccccc1 | -14.7 | i | i | i | i | 0.0 | i | -9.4 | i | i | i
Cc1c(Cl)cccc1NC(=O)CSc1nncn1-c1cccnc1 | 1.2 | i | i | i | i | 0.6 | i | 1.6 | i | i | i
Cc1ccc(N2CC(C(=O)Nc3ccc(S(=O)(=O)N4CCCC4)cc3)CC2=O)cc1 (configuration not stated) | 4.6 | i | i | i | i | -0.3 | i | 7.0 | i | i | i
Cc1ccc(Oc2nnc(-c3cccs3)c3ccccc23)cc1 | 3.1 | i | i | i | i | -0.1 | i | -4.7 | i | i | i
COc1cccc(C(=O)N2CCN(Cc3ccccn3)CC2)c1 | -0.8 | i | i | i | i | -14.1 | i | 0.5 | i | i | i
